TRb SRC2 PPI: qHTS for Inhibitors of the Interaction of Thyroid Hormone Receptor and Steroid Receptor Coregulator 2 | Thyroid hormone receptor beta (Homo sapiens), P10828 | TRbeta-SRC2 peptide binding, fluorescence polarization; receptor liganded with 1 µM T3 | Potency, µM (highest dose often 106 µM), without a hit: at the top dose activity change, negative = inhibition, hits mostly inhibitors | 0.065% of 280,000 active | AID 1469, 2008;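 further: plate controls were bound peptide for no effect and peptide without receptor for full effect; nearly all actives have a fitted effect of over 50% in size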
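Decrease in fluorescence polarization of 20 nM Texas Red SRC2 coactivator peptide flagged inhibition of its binding to 0.6 uM TRb LBD; 1 uM T3 included, incubation 5 hr, ex 555/em 632 nm.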
Tau ThT inhib: qHTS for Inhibitors of Tau Fibril Formation, Thioflavin T Binding. Microtubule-associated protein tau (Homo sapiens), P10636. recombinant tau K18 P301L, heparin-induced fibrillization, ThT fluorescence. Potency, µM (series often up to 57.4 µM), for inactives: at the top dose activity, negative = inhibition, actives largely listed as inhibitors. 2.1% of 270,000 active; further: on the % scale 0 is the no-effect control and ±100 the full control effect; nearly all actives have a fitted effect of over 55% in size
Target sequence (P10636 561-689 P618L limits assumed): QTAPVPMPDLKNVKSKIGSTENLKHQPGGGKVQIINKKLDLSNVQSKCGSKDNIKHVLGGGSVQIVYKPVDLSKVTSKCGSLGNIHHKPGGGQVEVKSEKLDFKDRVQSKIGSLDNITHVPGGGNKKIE
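In this qHTS, human K18 P301L tau is incubated with compound and heparin for 6 hr at 37 C, and Thioflavin T fluorescence then reports fibril load.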
HTT ATP protect: qHTS Multiplex Assay to Identify Dual Action Probes in a Cell Model of Huntington: Cytoprotection (ATP). PC12 HTT-Q103 induced, cytoprotection, ATP luminescence, 40 h. Potency, µM (doses to about 56.4 µM), for inactives: cytoprotection (ATP increase), usual class: activators. 0.14% of 230,000 active. AID 1471, 2008;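 further: % of control where 0% means no effect; nearly all actives have a fitted effect of over 45% in size; toxic huntingtin expression switched on by the ecdysone agonist tebufenozide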
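Stable PC12 Q103-GFP cells in serum-supplemented, phenol red-free DMEM; induction by tebufenozide at 100 nM final; compound dose series; cell viability quantified luminescently from ATP.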
TR SRC2 fluor cs: Total Fluorescence Counterscreen for Inhibitors of the Interaction of Thyroid Hormone Receptor and Steroid Receptor Coregulator 2 | TRb/SRC2 Texas Red total fluorescence interference | Potency, µM (titrated, usually from 106 µM), for inactives: at the top dose fluorescence change, negative = quenching | 0.29% of 280,000 active | AID 1479, 2009; active means well fitted curve in either direction with a large enough effect; inconclusive means small, poorly fitted or top-dose-only effect; further: on the % scale 0 is the no-effect control and ±100 the full control effect
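Flags fluorescent or light-absorbing compounds by total fluorescence, S + 2P, at 555 nm excitation and 632 nm emission. Mixture: 20 nM Texas Red SRC2 peptide, 0.6 uM human TRb LBD, 1 uM T3, 5% DMSO; compound exposure 5 h at ambient temperature.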
RECQ1 inh: qHTS Assay for Inhibitors of RecQ-Like Dna Helicase 1 (RECQ1) | 0.54% of 240,000 active | AID 2549, 2010 | Potency, µM (titrated, usually from 57.3 µM), inactives show at the highest dose activity, negative = inhibition, actives largely listed as inhibitors | RECQ1 DNA unwinding, red fluorescence kinetic read | ATP-dependent DNA helicase Q1 (Homo sapiens), P46063;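 further: plate controls were vehicle for no effect and no enzyme for full effect; nearly all actives have a fitted effect of over 30% in size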
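50 nM RECQ1T1 preincubated 15 min with compound in Tris pH 8.0 buffer with MgCl2, DTT, Tween-20 and 2.5 ug/ml poly(dI-dC); started with 200 nM TAMRA/BHQ-2 forked duplex and 2 mM ATP. Unwinding read as fluorescence (525/598 nm), two reads 2 h apart.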
L3MBTL1 block: qHTS Assay for the Inhibitors of L3MBTL1. Lethal(3)malignant brain tumor-like protein 1 (Homo sapiens), Q9Y468. AlphaScreen L3MBTL1–H3K9me1 peptide binding. Potency, µM (top dose mostly 57.1 µM), for the others: top-dose activity, negative = inhibition, hits mostly inhibitors. 0.66% of 230,000 active. AID 485360, 2010; further: on the % scale 0 is the no-effect control and ±100 the full control effect; nearly all actives have a fitted effect of over 60% in size
Target sequence (Q9Y468 whole entry, looked up): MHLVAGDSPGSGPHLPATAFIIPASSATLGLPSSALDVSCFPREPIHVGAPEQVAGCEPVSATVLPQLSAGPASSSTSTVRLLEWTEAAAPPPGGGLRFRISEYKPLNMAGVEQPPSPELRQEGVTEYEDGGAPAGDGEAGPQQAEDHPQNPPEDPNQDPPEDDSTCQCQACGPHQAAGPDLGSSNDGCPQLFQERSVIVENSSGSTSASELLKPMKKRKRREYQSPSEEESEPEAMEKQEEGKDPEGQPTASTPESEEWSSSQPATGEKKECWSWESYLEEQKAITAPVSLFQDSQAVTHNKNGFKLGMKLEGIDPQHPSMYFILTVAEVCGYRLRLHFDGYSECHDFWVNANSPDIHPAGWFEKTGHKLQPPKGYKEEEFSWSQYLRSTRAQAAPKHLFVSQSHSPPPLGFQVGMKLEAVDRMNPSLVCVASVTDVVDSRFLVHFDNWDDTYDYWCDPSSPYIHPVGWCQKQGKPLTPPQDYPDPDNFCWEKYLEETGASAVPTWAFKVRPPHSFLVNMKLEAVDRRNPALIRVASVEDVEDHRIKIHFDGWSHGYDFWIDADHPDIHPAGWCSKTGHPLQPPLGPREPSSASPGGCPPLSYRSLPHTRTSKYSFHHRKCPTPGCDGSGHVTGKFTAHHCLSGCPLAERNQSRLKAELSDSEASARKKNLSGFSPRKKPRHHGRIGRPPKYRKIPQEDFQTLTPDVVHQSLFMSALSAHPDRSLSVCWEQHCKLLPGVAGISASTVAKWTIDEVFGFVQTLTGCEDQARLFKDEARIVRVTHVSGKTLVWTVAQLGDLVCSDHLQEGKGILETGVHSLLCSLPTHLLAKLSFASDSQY
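AlphaScreen assay: L3MBTL1 (50 nM final) was preincubated 30 min at room temperature with biotinylated H3(1-15)K9me1 peptide (75 nM final), then 30 min with library compounds; streptavidin donor and nickel chelate acceptor beads (10 ug/mL final) added, 30 min dark.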
Tau FP inhib: qHTS for Inhibitors of Tau Fibril Formation, Fluorescence Polarization; Microtubule-associated protein tau (Homo sapiens), P10636; K18 P301L tau heparin fibrillization, Alexa594 FP, 6 h; Potency, µM (series often up to 57.7 µM), for the others: top-dose activity, negative = inhibition, usual class: inhibitors; 0.39% of 280,000 active; AID 1468, 2008; further: on the % scale 0 is the no-effect control and ±100 the full control effect; nearly all actives have a fitted effect of over 55% in size
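Read-out: fluorescence polarization of Alexa 594-labeled tau (0.24 uM), 555 nm excitation, 632 nm emission. Mixtures held 15 uM unlabeled K18 P301L, compound and 20 uM heparin, pH 7 acetate buffer, incubated 6 hr at 37 C.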
Tau fluor cs: Counterscreen qHTS for Inhibitors of Tau Fibril Formation, Fluorescence Polarization. Potency, µM (titrated, usually from 57.7 µM), inactives show at the top dose activity change, negative = decrease. tau K18 P301L Alexa594 fluorescence, heparin fibrillization. AID 1463, 2008. 0.93% of 280,000 active; further: on the % scale 0 is the no-effect control and ±100 the full control effect; nearly all actives have a fitted effect of over 55% in size
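Human tau K18 P301L (15 uM unlabeled, 0.24 uM Alexa 594-labeled) in 100 mM sodium acetate pH 7 with 20 uM heparin, 6 hr at 37 C. ThT 30 uM added, 1 hr ambient; Alexa 594 FP and total fluorescence read at 555/632 nm.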
* hit, by the source's call; i = inactive; u = inconclusive; x = no result given; [ ] = another dose, or the depositor's remark. Unless noted, the call rests on the fitted dose curve; in most records, active means well fitted curve in the direction sought with a large enough effect; inconclusive means small, poorly fitted or top-dose-only effect, or another doubt; inactive means no such curve, though single readings can be large; an effect the other way counts as inactive or inconclusive. Potency means the concentration at half of the fitted maximal effect. These rows are one share of the data; count on the stated rates, not on these rows.

SMILES | TRb SRC2 PPI | Tau ThT inhib | HTT ATP protect | TR SRC2 fluor cs | RECQ1 inh | L3MBTL1 block | Tau FP inhib | Tau fluor cs
CC(C)(C)C1CCC2(CC1)NC(=S)N(c1ccccc1)N2 (configuration not stated) | -4% | -8% | -7%[10 µM] | 3% | -1% | 8% | 10% | 3%
Cc1cnc(C)c(N2CCN(Cc3nc(-c4cccc(F)c4F)oc3C)CC2)n1 | -8% | -16% | 14%[10 µM] | -6% | -7% | -26% | 3% | -10%
Cn1cc(S(=O)(=O)N2CCN(c3cccc(C(F)(F)F)c3)CC2)c(=O)n(C)c1=O | 2% | -4% | -8% | 0% | -16% | -3% | -2% | -5%
COc1ccc(C(=O)NCC(=O)N2CCCC(C)C2)cc1OC (configuration not stated) | -4% | -1% | -15% | -4% | 0% | 5% | -3% | -4%
Cc1cc(C)cc(NC(=O)CCn2ccnc2C)c1 | -6% | 2% | -9% | 1% | -7% | x | 0% | 5%
COc1ccc(/C=C/C(=O)NC(=S)NNC(=O)c2ccco2)cc1OC | -4% | x | 6%[10 µM] | 1% | -20% | x | -9% | -13%
COc1ccc(C(=O)NC2CCN(C(=O)NC3CCCCC3)CC2)cc1 | -2% | 10% | -16%[10 µM] | -3% | -2% | 3% | 7% | 6%
O=C(c1cnc(N2CCN(c3ncccn3)CC2)c2ccccc12)N1CCN(c2ncccn2)CC1 | 1% | -18% | -17% | -1% | -6% | -3% | 1% | -2%
CCOC(=O)C1(Cc2ccccc2)CCCN(Cc2cccc(C(C)=O)c2)C1 (configuration not stated) | -2%[53 µM] | -16% | 4%[10 µM] | -1%[53 µM] | -10% | -6% | 2% | -6%
CC12CCC(C(=O)Nc3cccnc3)(CC1=O)C2(C)C (configuration not stated) | 4% | -8% | 5% | 2% | -1% | 4% | 1% | -3%
CC(C)(C)c1oc(C(=O)O)cc1CN1CCOCC1 | 9% | 4% | 9%[10 µM] | -4% | i | x | -2% | -1%
CCC(C(=O)NC1CCCC1)N(C(=O)Cn1nnc(-c2ccc(C)o2)n1)C(C)(C)C (configuration not stated) | -25% | 3% | -12%[10 µM] | 1% | i | -6% | 7% | 7%
COc1ccc(-c2cc(C(=O)NNC(=S)NC(=O)c3c(-c4ccccc4)noc3C)[nH]n2)cc1 | 0% | u | -132%[inhibitor] | -5% | -2% | -3%[11.4 µM] | u | -22%
O=C(CCNS(=O)(=O)c1ccc2c(c1)CCN2C(=O)C1CC1)Nc1ccc(OC(F)(F)F)cc1 | -5% | -3% | x | -4% | x | x | -13% | -24%
CC(=O)Nc1ccc(NC(=O)c2ccc3c(c2)CCN3S(=O)(=O)c2ccc(C)cc2)cc1 | -8% | 1% | x | -1% | x | x | -8% | -22%
Cc1onc(-c2c(Cl)cccc2Cl)c1C(=O)NCc1ccco1 | 8% | -13% | -19%[0.074 µM] | 2% | -15% | -12% | 0% | 1%
CC(O)c1c(-c2ccccc2)nn(C)c1Cl (configuration not stated) | 1% | 2% | -32% | -1% | 40µM* | -7% | -5% | -2%
Cn1nccc1C(=O)N1CCc2ccccc21 | -4% | -6% | 2%[10 µM] | -5% | -1% | 5% | -7% | -6%
COc1ccc(-n2nnc3c(=O)n(C/C=C/c4ccccc4)cnc32)cc1 | -13% | 2% | -1%[0.074 µM] | -1% | -2% | 2% | -11% | -14%
NC(=O)c1cccc2c(=O)oc3ccccc3c12 | -1% | -2% | -8%[0.074 µM] | -4% | -1% | -19% | 2% | 2%

Of the compounds above, 2 contain a Cl atom:
SMILES | TRb SRC2 PPI | Tau ThT inhib | HTT ATP protect | TR SRC2 fluor cs | RECQ1 inh | L3MBTL1 block | Tau FP inhib | Tau fluor cs
Cc1onc(-c2c(Cl)cccc2Cl)c1C(=O)NCc1ccco1 | 8% | -13% | -19%[0.074 µM] | 2% | -15% | -12% | 0% | 1%
CC(O)c1c(-c2ccccc2)nn(C)c1Cl (configuration not stated) | 1% | 2% | -32% | -1% | 40µM* | -7% | -5% | -2%

Next entries follow:
SMILES | TRb SRC2 PPI | Tau ThT inhib | HTT ATP protect | TR SRC2 fluor cs | RECQ1 inh | L3MBTL1 block | Tau FP inhib | Tau fluor cs
COc1cccc(C2=NOC(C(=O)Nc3c(C)n(C)n(-c4ccccc4)c3=O)C2)c1 (configuration not stated) | 4% | -3% | 28%[10 µM] | -2% | -7% | 6% | -7% | -6%
O=C1CSC(c2cccnc2)N1CC1CC1 (configuration not stated) | 1% | x | 10%[10 µM] | -1% | -6% | x | -6% | -17%
O=C(N1CCOCC1)C1(c2ccc(Cl)cc2)CCCC1 | 6% | 1% | -14% | -3% | -12% | x | -3% | -2%
COc1ccc(N(C(=O)Cn2cnc3ccccc32)C(C(=O)NC2CCCCC2)c2ccccc2)cc1 (configuration not stated) | 1% | -19% | -27%[10 µM] | -1% | -3% | -4% | -5% | -13%
COc1ccc(N(CC(=O)Nc2cccc(C(C)=O)c2)S(C)(=O)=O)cc1OC | 1% | -4% | -5% | -1% | -9% | 2% | 0% | 0%
O=[N+]([O-])c1ccccc1/C=C/C=N/N1CCCCC1 | 2% | u | -75%[inhibitor] | 1% | -2% | x | -1% | -11%
COc1ccc(C(=O)/C=C/Nc2cc(C)on2)cc1 | 4% | u | -10% | -1% | -9% | x | 1% | -15%
COC(=O)[C@@H](NC(=O)N1CCc2nc(-c3ccccc3)c3c(c2C1)CO[C@@H](C)C3)C(C)C | 6%[11.2 µM] | 6%[11.5 µM] | -9%[10 µM] | -3%[11.2 µM] | 0%[11.5 µM] | x | -3%[11.6 µM] | 3%[11.6 µM]
O=C(NNC(=S)NCc1ccco1)c1ccc(S(=O)(=O)N2CCOCC2)cc1 | -2% | -10% | 2%[10 µM] | -3% | -9% | 1% | u | -11%
Cc1noc(C)c1COC(=O)Cc1ccc(Br)cc1 | -2% | -6% | 1% | -5% | -6% | 12% | 5% | -13%
Cc1ccc2nc(NC(=O)/C=C/c3ccc4c(c3)OCO4)sc2c1 | -11% | 14% | x | 2% | 1% | -14% | 5% | 5%
COCCn1c(CNC(=O)c2cccc(C)c2)nc2cccnc21 | 4% | -5% | x | -1% | x | x | -6% | -13%
Cc1ccc(OCc2ccc(C#N)cc2)c(C(=O)c2cc(C#N)c(=O)n(C3CC3)c2)c1 | 1% | -4% | -16%[10 µM] | -6% | -11% | 35% | 0% | -5%
Cc1ccc(C)c(N2CCN(C(=O)CCn3c(=S)[nH]c4cc5c(cc4c3=O)OCO5)CC2)c1 | -11% | -4% | -12% | -3% | -8% | 5% | -3% | -23%
CN(C)c1nc(N)nc(CSc2nnnn2C)n1 | -1% | -9% | -4%[0.074 µM] | -3% | -4% | x | -4% | -4%
O=C(N/N=C1/C[C@@H](O)[C@@H](O)[C@@H]2[C@@H]3C(=O)N(Cc4ccccc4)C(=O)[C@H]3CC[C@@H]12)OCc1ccccc1 | 1%[11.2 µM] | -3%[11.5 µM] | -8%[10 µM] | 1%[11.2 µM] | 11%[11.5 µM] | x | 0%[11.6 µM] | -2%[11.6 µM]
COCCNC(=O)CN(C(=O)Cn1nnc2ccccc21)c1ccc(C)cc1 | 3% | 4% | 11%[10 µM] | -3% | i | 8% | 3% | 7%
O/N=C(\Cc1cscn1)c1ccc(O)cc1O | -4% | -4% | 10% | -1% | -5% | 6% | 4% | 0%
COc1ccc(C(=O)OCC(=O)Nc2ccc(F)c(F)c2F)cc1OC | -6% | 3% | 4% | -1% | 1% | 7% | 3% | 5%
O=c1[nH]c(CSc2nnc(-c3ccccc3)n2-c2ccccc2)nc2ccccc12 | -8% | 1% | x | -4% | 5% | 2% | 9% | -2%
Cn1cc(Br)c(-c2cccc(NC(=O)CCC(=O)O)c2)n1 | 0% | -6% | -3%[10 µM] | -1% | 2% | 11% | -3% | -3%
CCC(CC)C(=O)c1c[nH]c(C(=O)NCc2ccco2)c1 | -3% | -2% | -22%[10 µM] | -1% | i | -7% | 9% | -1%
Cc1ccc(C)c(NC(=O)CSc2nnc(-c3ccco3)o2)c1 | 4% | 9% | 5%[1.9 µM] | -9% | -12% | 5% | 1% | 7%
COc1cccc(C(=O)N2CCN(Cc3cc(Br)ccc3OC)CC2)c1 | 0% | -9% | 2%[10 µM] | -5% | -5% | 24% | -15% | -9%
Cc1cccc(Nc2ccc([N+](=O)[O-])cc2C(=O)O)c1 | 4% | u | -4%[10 µM] | -2% | -9% | -13% | 5% | -11%
COC(=O)c1ccsc1NC(=O)CN1CCN(Cc2ccc3c(c2)OCO3)CC1 | -8% | -6% | 16% | -1% | -14% | 8% | 7% | 0%
CCN(C(=O)Cn1c(=O)nc(-c2ccccc2)c2cc(Cl)ccc21)c1cccc(C)c1 | 3% | u | x | -2% | x | x | 0% | 5%
O=C(c1ccc(Cn2cc(Cl)cn2)o1)N1CCN(Cc2ccc3c(c2)OCO3)CC1 | -3% | u | -39%[inhibitor] | 1% | -4% | -7% | -1% | -29%
CCN(CC)CCCC(C)NC(=O)c1ccc(C(F)(F)F)cc1 (configuration not stated) | 1% | -2% | -6% | -1% | -3% | -17% | 2% | -5%
Cc1cccc(NC(=O)CC2S/C(=N/c3nccs3)N(C)C2=O)c1 (configuration not stated) | 2% | -2% | 15% | 1% | i | x | -9% | -12%
Cc1ccc(C)c(Cn2c(=O)n(CCC(=O)NCc3ccco3)c(=O)c3sccc32)c1 | -17% | -1% | 22%[10 µM] | 2% | -10% | 1% | 3% | 10%

Screens deposited in PubChem BioAssay by National Center for Advancing Translational Sciences (NCATS).
